HepG2 viability = qHTS for Inhibitors of TGF-b: Cytotox Counterscreen. HepG2 CAGA-GFP viability, ATP luminescence, 18 h. Potency, µM (top dose mostly 46.1 µM), for the others: at the top dose activity change, negative = cytotoxicity, usual class: cytotoxic. 0.76% of 410,000 active. AID 588856, 2011; also: potency is read from the fitted curve at half-maximal effect; some results filed as inactive show a strong effect at the top dose
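CellTiter-Glo luminescence gave cytotoxicity after 18 hours at 37 degrees C. The cells were HepG2 CAGA-GFP in 1% FBS DMEM, stimulated with 500 pg/mL TGF-beta after compound addition. %Activity was normalised to no-cell wells (complete cell-killing) and DMSO (no toxicity), and curves were fitted and classified.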
Akt phos inh = HTS Assay for Inhibitors of Akt Phophorylation: Primary Screen. 0.32% of 360,000 active. AID 651550, 2012. Neuro2A IGF-stimulated pAkt S473 HTRF, 20 min; active compounds read low. activity change, % for hits at 50 µM; in the data active = activity change below about -80%; inconclusive = mostly about -51% to -80%; also: % is scaled to controls: 0 for no effect and ±100 for the full control effect
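Neuro2A cells in DMEM with 0.5% FBS, overnight at 37 deg C, given compound at single 50 µM final, then IGF (6 nM final) for 20 min at 37 deg C. Lysed; phospho-Akt Ser473 by HTRF after 24 h, 665/615 ratio.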
Abeta yeast res = qHTS for compounds that reverse cellular toxicity of Amyloid beta (A-beta) peptide in yeast: Primary Screen. AID 1347071, 2019. 0.063% of 410,000 active. yeast expressing A-beta42, growth rescue, OD600, 48 h; response scale: 0% DMSO, 100% iron-clioquinol control. Potency, µM (series often up to 46.1 µM), without a hit: top-dose growth rescue, hits mostly activators; also: potency is read from the fitted curve at half-maximal effect; nearly all actives have a fitted effect of over 55% in size
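Yeast growth medium received pinned compounds, then yeast cells expressing toxic A-beta were added; plates incubated at 30 C for 48 hr. Growth read as absorbance at 600 nm, normalized to DMSO and equimolar FeCl3 plus clioquinol controls.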
CCT modulator = High-Throughput Screening for Modulators of Cytosolic Chaperonin Activity. AID 651819, 2012. activity change, % (test concentration not listed), hits read low. purified chaperonin ATPase assay, HTRF ADP detection, 30 min. 0.3% of 360,000 active; in the data active = activity change below about -30%; also: % is scaled to controls: 0 for no effect and ±100 for the full control effect
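First, chaperonin was dispensed at 40 nM or 20 nM final depending on batch activity. Next, compounds were pinned at 76 uM and ATP added at 10 uM. After 30 min at 37 °C, ADP detection reagents ran 30 min at ambient temperature.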
MmCpn inh = Inhibitors of TCP-1 ring complex (TRiC) of Methanococcus maripaludis (MmCpn): qHTS; Chaperonin Mm-Cpn (Methanococcus maripaludis); purified Mm-Cpn ATPase, ADP Transcreener TR-FRET; Potency, µM (highest dose often 76.9 µM), for the others: at the highest dose activity, negative = inhibition, usual class: inhibitors; 0.031% of 330,000 active; also: potency is read from the fitted curve at half-maximal effect; % is scaled to controls: 0 for no effect and ±100 for the full control effect; nearly all actives have a fitted effect of over 80% in size
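25 nM Mm-CPN + cpd, 10 min 37°C; + 10 uM ATP, 30 min 37°C; buffer 30 mM Tris pH 7.4, 100 mM KCl, 5 mM MgCl2, 1 mM DTT; Transcreener ADP HTRF detection 30 min RT.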
TGFb SMAD3 inh = qHTS for Inhibitors of TGF-b | HepG2 CAGA-GFP TGF-b/SMAD3 reporter, GFP fluorescence, 18 h; TGF-beta stimulated, 500 pg/mL final | Potency, µM (top dose mostly 46.1 µM), for inactives: top-dose activity, negative = inhibition, usual class: inhibitors | 1.2% of 410,000 active | AID 588855, 2011; also: potency is read from the fitted curve at half-maximal effect; % is scaled to controls: 0 for no effect and ±100 for the full control effect; nearly all actives have a fitted effect of over 65% in size
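HEPG2 CAGA-GFP cells (1000/well, DMEM with 1% FBS) were pre-incubated 2 h at 37 degrees C, given compound by pin tool, then stimulated with TGF-beta at 500 pg/mL final for 18 h before per-cell GFP fluorescence imaging.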
A549 tox = Nrf2 qHTS screen for inhibitors: counterscreen for cytotoxicity; A549 ARE-Fluc cells, CellTiter-Fluor viability, 18-24 h; Potency, µM (doses to about 46 µM), without a hit: at the top dose activity change, negative = cytotoxicity, hits mostly inhibitors; 0.16% of 390,000 active; AID 504648, 2011; also: potency is read from the fitted curve at half-maximal effect; % is scaled to controls: 0 for no effect and ±100 for the full control effect
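A549 ARE_Fluc cells in 5% FBS OPTI-MEM were exposed to compounds in concentration-response for 18-24 h at 37 deg C. Viability was read by CellTiter-Fluor fluorescence (Ex 405/Em 525) after 30 min, before the luciferase read.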
Nrf2 inh = Nrf2 qHTS screen for inhibitors; A549 ARE-Fluc reporter, luciferase luminescence, 18-24 h; Potency, µM (titrated, usually from 46 µM), inactives show at the highest dose activity change, negative = inhibition, usual class: inhibitors; 2.1% of 360,000 active; AID 504444, 2011; also: potency is read from the fitted curve at half-maximal effect; % is scaled to controls: 0 for no effect and ±100 for the full control effect; nearly all actives have a fitted effect of over 60% in size
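Quantitative HTS in A549 cells stably bearing an antioxidant response element-firefly luciferase construct. Inhibition of Nrf2-driven transcription was scored by luminescence after 18-24 h of compound exposure at 37 °C.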
Nrf2 ARE act = qHTS of Nrf2 Activators. AREc32 ARE-luciferase reporter (MCF7-derived line), luminescence, 24 h. Potency, µM (highest dose often 46.1 µM), for the others: at the highest dose activation, usual class: activators. 0.31% of 410,000 active. AID 624171, 2012; also: potency is read from the fitted curve at half-maximal effect; % of control where 0% means no effect; nearly all actives have a fitted effect of over 65% in size
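ARE-driven firefly luciferase activity in AREc32 cells measured after a 24 hr compound exposure at 37 deg C, using Steady-Glo reagent and a 30 min room-temperature hold.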
The depositor's hits bear a star; i = inactive; u = inconclusive; x = not tested or not shown; [ ] = another dose, or the depositor's remark. Unless noted, calls follow the shape of the dose curve; as a rule, active = well fitted curve in the direction sought with a large enough effect; inconclusive = small, poorly fitted or top-dose-only effect, or another doubt; inactive = no such curve, though single readings can be large; an effect the other way counts as inactive or inconclusive.

SMILES | HepG2 viability | Akt phos inh | Abeta yeast res | CCT modulator | MmCpn inh | TGFb SMAD3 inh | A549 tox | Nrf2 inh | Nrf2 ARE act
Cc1nn(-c2c(Cl)cc(Cl)cc2Cl)c(=O)c2ccccc12 | 2% | i | -13% | -0.3 | 2% | -29% | -2% | x | 0.0%
CC(C)(O)CC[C@@H](O)[C@](C)(O)C1CC[C@@]2(O)C3=CC(=O)[C@]4(O)C[C@@H](O)[C@@H](O)C[C@]4(C)C3CC[C@]12C (stereo partly drawn) | -7% | i | -15% | 0.8 | 3% | -19% | 1% | 21% | -0.1%
N#C/C(=C/c1ccc(F)cc1)c1nnc(NC(=O)c2ccccc2)s1 | -2% | i | -22% | -1.2 | -1% | -9% | 4% | 0% | 0.5%
COc1ccc(Cn2nnc3c(=O)[nH]c(C4CCCN(C(=O)c5ccccc5Cl)C4)nc32)cc1OC (stereo not drawn) | -4% | x | 2% | x | x | -20% | -10% | 0% | 7.4%
COC(=O)[C@]1(Cc2ccccc2)N[C@H](CN(C)S(=O)(=O)c2ccc(OC(F)(F)F)cc2)[C@@H]2C(=O)N(Cc3ccccc3)C(=O)[C@@H]21 | -4% | i | -2% | 2.2 | 1% | -3% | 4% | 2% | 2.4%
O=C(/C=C/c1ccccc1Cl)N(Cc1cccs1)C1CCS(=O)(=O)C1 (stereo not drawn) | 4% | i | 16% | -2.6 | 3% | -14% | -1% | -15% | 14%
CSc1ccccc1C(=O)OCC(=O)Nc1cccnc1Cl | -1% | i | 3% | -0.6 | -1% | -1% | 1% | 7% | 0.0%
CCCNC(=O)CC(NS(=O)(=O)c1ccc(OC)cc1)c1ccco1 (stereo not drawn) | 3% | i | -5% | -0.6 | 4% | 0% | 0% | 9% | 0.4%
O=C(NCC(O)c1ccc([N+](=O)[O-])cc1)Nc1ccccc1 (stereo not drawn) | -1% | i | -6% | 0.1 | 1% | 4% | -4% | 4% | -1.3%
CCOc1cc(CN2CCN(S(=O)(=O)Cc3ccccc3)CC2)ccc1OC | 0% | i | -6% | 1.4 | 0% | 13% | 2% | -12% | -0.5%
Nc1ccc(-c2ncc(-c3ccccc3)o2)cc1 | -41% | i | -37%[inhibitor] | -0.5 | -10% | u | -2% | u | -0.6%
Cc1onc(-c2ccccc2)c1CNC(=O)Nc1ccccc1 | 1% | i | -3% | -1.6 | 0% | 8% | 3% | -22% | -0.7%
C=CCO/N=C(/CCC)C1=C(N)CC(C)(C)CC1=O | 5% | i | 9% | -2.0 | 1% | 13% | 0% | 2% | -0.4%
Cc1nc(N)[nH]c(=O)c1Oc1cccc(C(F)(F)F)c1 | -53% | i | -14% | -0.1 | -2% | 0% | 1% | -3% | -0.1%
CCN(CC)S(=O)(=O)c1ccc2c(c1)C(=NO)c1cc(S(=O)(=O)N(CC)CC)ccc1-2 | -55% | i | 9% | -5.1 | -1% | u | -9% | -25% | 0.9%
CC(C)(C)C1N=C(c2ccc3ccccc3c2)OC1=O (stereo not drawn) | 1% | i | -14% | -0.4 | -1% | -17% | 1% | u | -1.1%
O=C(NC1(Cc2ccccc2)CCN(CCc2cccs2)C1=O)c1ccccc1 (stereo not drawn) | -18% | i | 2% | 0.8 | -7% | 5% | -9% | 9% | -1.1%
COc1ccc(C2C(C(=O)NCCCN3CCOCC3)c3ccccc3C(=O)N2c2ccc(OC)cc2)cc1 (stereo not drawn) | -19% | i | 5% | 1.6 | -3% | -13% | -10% | 6% | 2.6%
CC(=O)Nc1ccc(-c2cn3c(n2)SCC3)cc1 | 5% | i | -11% | -8.3 | -1% | 3% | 1% | u | 0.4%
CC(=O)c1ccccc1C(=O)N1CCC(CCC(=O)NCc2ccc(F)cc2)CC1 | -1% | i | -3% | 0.2 | x | -8% | x | x | 0.4%
COc1cc(C=NNc2ccccc2)ccc1OC(=O)c1ccccc1 | -2% | i | -3% | 0.6 | x | 0% | x | x | 13%
COc1ccc(-n2nc(C(=O)N3CCN(Cc4ccc5c(c4)OCO5)CC3)c3ccccc3c2=O)cc1 | 6% | i | 17%[9.22 µM] | -1.0 | -1% | 51%[activator] | 2% | x | -0.9%
O=C(COc1ccc2ccccc2c1)N1CCN(C(=O)c2cccs2)CC1 | 0% | i | 1% | -0.9 | 0% | -10% | -6% | -1% | 2.2%
Cc1ccc(NS(=O)(=O)c2cc(C(=O)N3CCN(C)CC3)ccc2C)cc1C | -2% | i | -2% | 1.6 | -1% | 5% | 1% | 0% | -0.4%
Cc1nn(-c2ccccc2)c(Cl)c1/C=N\NC(=O)c1cnccn1 | 22% | i | -10% | -1.3 | 2% | 13% | 1% | 10% | 0.8%
Later entries.
SMILES | HepG2 viability | Akt phos inh | Abeta yeast res | CCT modulator | MmCpn inh | TGFb SMAD3 inh | A549 tox | Nrf2 inh | Nrf2 ARE act
CCN(CC(=O)NC(C)(C)C)C(=O)COc1c(Cl)cc(Cl)c2ccc(C)nc12 | -46% | i | u | 1.5 | -2% | u | -5% | -22% | 10%
O=C(NNc1ncnc2c1cnn2-c1ccccc1)c1ccco1 | 3% | i | 1% | 2.8 | -2% | -21% | -8% | -1% | 2.1%
S=C(NCCc1c[nH]c2ccccc12)NC1CCCCC1 | 7% | i | 14% | -3.4 | -3% | -15% | -2% | 16% | 0.7%
CCc1nn2c(=O)cc(COc3ccc(/C=C(\C#N)C(=O)Nc4ccc(C)cc4)cc3)nc2s1 | -19% | x | -16% | x | x | -6% | 4% | 6% | 0.6%
COc1ccc(S(=O)(=O)N2CCC(NC(=O)c3ccccc3)CC2)cc1 | -16% | i | -2% | -1.5 | 2% | -11% | 8% | -19% | 0.7%
Cc1ccc(-n2ncc3c(N4CCC(Cc5ccccc5)CC4)ncnc32)cc1 | 4% | x | 4% | x | x | 3% | -1% | x | 5.3%
COCCNC(=O)C1CCCN(C(=O)c2cncc(Br)c2)CC1 (stereo not drawn) | -2% | i | 4% | -0.7 | x | 1% | x | x | -0.1%[9.22 µM]
COc1ccccc1CCC(=O)N1CCN(S(=O)(=O)c2cc(C(F)(F)F)ccc2Cl)CC1 | -12% | i | -6% | -1.4 | 3% | -12% | 5% | -29% | 0.5%
Cc1cccc(C)c1-n1c(SCC(=O)N2CC(=O)Nc3ccccc32)nc2ccccc2c1=O | -14% | i | 34% | -4.5 | -1% | -3% | -16% | 23µM* | -0.6%[9.22 µM]
CC(C)c1ccccc1NC(=O)CCCC(=O)O | -1% | i | 12% | 0.3 | 0% | 0% | -8% | 12% | 2.8%
COc1ccc(CN2C3CCCC2CC(NC(=O)Nc2ccccc2)C3)cc1 (stereo not drawn) | -26% | i | 18% | 1.0 | -2% | 22% | -10% | 19% | -0.1%
OCC[C@@H]1C[C@@H](O)[C@H](O)[C@@]2(Cc3ccccc3O2)O1 | 2% | i | 2% | -1.1 | -4% | 0% | 0% | 12% | -1.1%
N=C1S/C(=C\c2ccc(-c3cccc(Cl)c3)o2)C(=O)N1c1nccs1 | 2% | i | 5% | -1.1 | 2% | u | u | 8.2µM* | 8.9%
CCOC(=O)COc1c(Cl)cc(/C=C2\N=C(C)OC2=O)cc1OC | 7% | i | -27% | 1.4 | x | -22% | 0% | 2% | -0.5%
CCCc1cc(=O)oc2c(C)c(OCC(=O)Nc3ccccn3)ccc12 | 5% | i | -10% | -1.0 | -8% | -2% | -6% | u | -0.3%
COc1ccc(NS(=O)(=O)c2cccs2)cc1S(=O)(=O)N1CCOCC1 | 7% | i | -6% | -0.9 | -3% | 6% | 0% | u | -0.1%
O=S(=O)(Nc1ccc(F)cc1F)c1ccc(Br)s1 | -2% | x | -12% | x | x | 0% | 0% | -6% | 0.4%
Cn1cccc1CN1CCC[C@]2(N[C@H](c3ccc(C(F)(F)F)cc3)[C@@H]3C(=O)N(Cc4ccccc4)C(=O)[C@@H]32)C1=O | -5% | i | -6% | -2.2 | x | -4% | x | x | -0.3%
Cc1cc(C)cc(OCc2nnc(SCC(=O)OC(C)C)o2)c1 | -12% | i | 28% | 0.3 | -3% | 34%[activator] | -20% | -4% | -0.3%
Cc1ccc(NC(=O)CCCN2C(=O)C(c3ccccc3)Oc3cccnc32)c(C)c1 (stereo not drawn) | -2% | i | -1% | -0.5 | x | 1% | x | x | 0.1%
COC(CN(C)S(=O)(=O)c1cc2c3c(c1)CCN3C(=O)CC2)OC | 1% | i | -2% | -0.9 | 1% | -1% | 4% | u | -0.3%
O=C(NC1CC1)C1CC(=O)N(c2cccc(Cl)c2)C1 (stereo not drawn) | 0% | i | -15% | -0.3 | -4% | -1% | 0% | -2% | -0.7%
CCc1ccc(C(=O)NC(CCSC)C(=O)OC)cc1 (stereo not drawn) | 25% | i | 35% | -9.6 | 4% | -19% | 9% | 6% | 2.3%

Some of these compounds in order of their number in Nrf2 inh, lowest first.
structure | Akt phos inh | CCT modulator | MmCpn inh | TGFb SMAD3 inh | Nrf2 inh | Nrf2 ARE act
O=S(=O)(Nc1ccc(F)cc1F)c1ccc(Br)s1 | x | x | x | 0% | -6% | 0.4%
O=C(NC1CC1)C1CC(=O)N(c2cccc(Cl)c2)C1 (stereo not drawn) | i | -0.3 | -4% | -1% | -2% | -0.7%
O=C(NNc1ncnc2c1cnn2-c1ccccc1)c1ccco1 | i | 2.8 | -2% | -21% | -1% | 2.1%

Bioassay records (PubChem)

Hits appear at their usual frequency. Share with any hit: about 4.3%.
